Source: PubChem BioAssay
ZTA counter: blocks Epstein-Barr virus ZTA, an EBNA-1 counter-screen | AID 2234 | ZTA-DNA binding, fluorescence polarization | actives 0.15% (n = 320,000) | P03206 | inhibition, % at 11 µM; in the data active means inhibition above about 33%
Target sequence (P03206 whole entry, looked up): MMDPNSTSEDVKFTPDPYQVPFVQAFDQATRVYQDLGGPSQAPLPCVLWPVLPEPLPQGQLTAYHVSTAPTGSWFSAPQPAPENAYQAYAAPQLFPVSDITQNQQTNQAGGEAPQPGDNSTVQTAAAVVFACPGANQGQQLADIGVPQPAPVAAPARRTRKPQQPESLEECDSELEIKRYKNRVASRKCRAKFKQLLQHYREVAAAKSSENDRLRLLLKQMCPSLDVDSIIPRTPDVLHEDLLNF
PREPL inh: PREPL enzyme inhibitors, primary screen, biochemical, fluorescence polarization. Prolyl endopeptidase-like (Homo sapiens), Q4J6C6. recombinant PREPL, fluorescence polarization activity-based probe. inhibition, % at 5.96 µM. actives 0.68% (n = 320,000). AID 2751, 2010; in the data active means inhibition above about 43%;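 further: 0% = enzyme with DMSO and 100% = wells lacking enzyme; many of its hits are not listed in these tables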
CTSL1 counter: Fasciola hepatica cathepsin L1 inhibitors, primary screen, counter-screen for PFM18AAP inhibitor project, biochemical, QFRET, fluorogenic peptide substrate | recombinant F. hepatica cathepsin L1, Z-Leu-Arg-MCA fluorescence | inhibition, % at 5.96 µM | actives 0.49% (n = 300,000) | AID 1906, 2009;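 active means inhibition above the mean of all tested compounds plus 3 SD, set per screening campaign, cut at about 17% in these data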;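 further: 0% = plate median of test compound wells and 100% = 1 µM Z-Phe-Ala-diazomethylketone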
TPT1 inhibitor: Candida albicans TPT1 enzyme inhibitors, primary screen, biochemical, fluorescence polarization; actives 0.81% (n = 300,000); inhibition, % at 5 µM; tRNA 2'-phosphotransferase TPT1 (Candida albicans SC5314); recombinant caTPT1, FP RNA substrate dephosphorylation;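 active means inhibition above the mean of all tested compounds plus 3 SD, set per screening campaign, cut at about 24% in these data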;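 further: plate controls were DMSO alone for no effect and ferristatin control at 100 nM for full effect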
PP5 inh: PP5 phosphatase inhibitors, primary screen, biochemical, fluorescence; Serine/threonine-protein phosphatase 5 (Homo sapiens), P53041; purified PP5c, OMFP substrate fluorescence; inhibition, % at 6.7 µM; actives 0.18% (n = 320,000); AID 1987, 2009;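 active means inhibition above the campaign's mean inhibition across all tested compounds plus 3 SD, cut at about 9.5% in these data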;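 further: 0% = DMSO only and 100% = 100 µM cantharidin control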
Target sequence (P53041 whole entry, looked up): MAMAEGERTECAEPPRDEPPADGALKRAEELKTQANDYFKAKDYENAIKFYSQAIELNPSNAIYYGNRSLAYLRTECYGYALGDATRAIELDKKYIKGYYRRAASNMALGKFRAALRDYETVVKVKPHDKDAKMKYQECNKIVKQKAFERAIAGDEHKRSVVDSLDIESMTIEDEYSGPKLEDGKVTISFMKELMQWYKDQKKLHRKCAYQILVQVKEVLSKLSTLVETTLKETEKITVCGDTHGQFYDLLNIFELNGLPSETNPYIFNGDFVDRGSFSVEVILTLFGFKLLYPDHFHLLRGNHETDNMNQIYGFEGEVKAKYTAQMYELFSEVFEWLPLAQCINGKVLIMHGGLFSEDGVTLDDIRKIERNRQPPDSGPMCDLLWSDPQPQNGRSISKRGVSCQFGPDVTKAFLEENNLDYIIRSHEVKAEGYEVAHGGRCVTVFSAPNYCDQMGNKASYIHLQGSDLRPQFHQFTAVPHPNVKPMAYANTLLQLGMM
HCV core dimer: inhibitors of HCV core protein dimerization, primary screen, biochemical, TR-FRET, high-throughput. TR-FRET GST/Flag-core106 dimerization, 1536-well. inhibition, % at 5 µM. actives 0.33% (n = 300,000). AID 1899, 2009;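 active means inhibition above the mean of all tested compounds plus 3 SD, set per screening campaign, cut at about 45% in these data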
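Material: Tagged HCV core106 pair (GST and Flag) | Amount: GST-core106 13.5 nM, Flag-core106 17 nM | Medium: KF-containing HEPES buffer, pH 7.45, DTT, CHAPS, BSA | Reagent: Eu donor and XL665 acceptor anti-tag antibodies | Schedule: 4 h at 22.5 °C | Technique: Time-resolved FRET, ex 340 nm, em 617 and 671 nm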
EBNA-1 inh: EBNA-1 DNA-binding inhibitors, primary screen, biochemical, fluorescence polarization. inhibition, % at 14.8 µM. actives 0.34% (n = 300,000). AID 1950, 2009; in the data active means inhibition above about 28%
Efflux pump mplx: inhibitors of Candida efflux pumps in yeast, primary screen, S. cerevisiae, Nile Red, multiplex. S. cerevisiae Candida pump triplex. inhibition, % at 10 µM. actives 0.44% (n = 330,000);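 active means plate passing quality check with inhibition over a set limit, or well fluorescence over plate mean plus 4 SD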;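 further: Nile Red retained in pooled yeast measured as flow cytometry median fluorescence; 0% = buffer negative control and 100% = Enniatin B positive control; higher means more Nile Red kept so more efflux inhibition; some compounds called inactive have numbers as strong as hits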
PP1 counter: PP1-alpha phosphatase inhibitors, primary screen, counter-screen for PP5 inhibitor project, biochemical, fluorescence, OMFP substrate, single point | purified PP1alpha | Serine/threonine-protein phosphatase PP1-alpha catalytic subunit (Homo sapiens), P62136 | inhibition, % at 6.7 µM | actives 0.9% (n = 320,000);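 active means inhibition above the mean inhibition of all tested compounds plus 3 SD, computed separately for each screening campaign, cut at about 15% in these data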
Target sequence (P62136 whole entry, looked up): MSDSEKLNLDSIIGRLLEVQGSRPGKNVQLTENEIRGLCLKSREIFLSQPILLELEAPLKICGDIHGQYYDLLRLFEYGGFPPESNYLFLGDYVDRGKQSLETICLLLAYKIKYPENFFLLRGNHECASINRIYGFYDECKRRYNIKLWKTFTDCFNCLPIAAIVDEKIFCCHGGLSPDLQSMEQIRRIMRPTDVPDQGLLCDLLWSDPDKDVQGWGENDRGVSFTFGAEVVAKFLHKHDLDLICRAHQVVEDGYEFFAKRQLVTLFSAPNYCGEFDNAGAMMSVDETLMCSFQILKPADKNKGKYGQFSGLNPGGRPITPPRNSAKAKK
The depositor's hits bear a star. These rows are one share of the data; the hit share may differ from the screen's.

Screening COCCCNC(=O)CCN1C(=O)COc2ccccc21 returned ZTA counter -1, PREPL inh -10, CTSL1 counter -5, TPT1 inhibitor 2, PP5 inh 3.7, HCV core dimer 0, EBNA-1 inh -4, Efflux pump mplx 0.0 and PP1 counter 0.
For CC(=O)N[C@@H](Cc1c[nH]c2ccccc12)C(=O)OCC(=O)Nc1ccc(Cl)c(S(=O)(=O)N(C)C)c1 the results were ZTA counter 5, PREPL inh 24, CTSL1 counter -17, TPT1 inhibitor 1, PP5 inh 2.0, HCV core dimer 1, EBNA-1 inh -5, Efflux pump mplx 0.3 and PP1 counter 0.
For Cc1cc(N2CCOCC2)ccc1/C=C1\SC(=O)N(C(C)C)C1=O the results were ZTA counter -15, PREPL inh 2, CTSL1 counter 1, TPT1 inhibitor 37*, PP5 inh 3.2, HCV core dimer -7, EBNA-1 inh 3, Efflux pump mplx -0.1 and PP1 counter -1.
Screening CCCOc1ccc(N2C(=O)CC(N3CCN(c4ccccc4F)CC3)C2=O)cc1 (centres undefined) returned ZTA counter 15, PREPL inh 11, CTSL1 counter 3, TPT1 inhibitor 0, PP5 inh 1.2, HCV core dimer -4, EBNA-1 inh 3, Efflux pump mplx 0.2 and PP1 counter -3.
Screening Cc1cc(-c2ccccc2)c2c(n1)sc1c(O)cc(=O)[nH]c12 returned ZTA counter 11, PREPL inh 10, CTSL1 counter -1, TPT1 inhibitor 2, PP5 inh -1.5, HCV core dimer 1, EBNA-1 inh -2, Efflux pump mplx 0.3 and PP1 counter -3.
CCOC(=O)Cc1csc(NC(=O)c2ccc3ccccc3n2)n1 was read as ZTA counter 16, PREPL inh -5, CTSL1 counter -2, TPT1 inhibitor -6, PP5 inh 1.8, HCV core dimer 9, EBNA-1 inh -1, Efflux pump mplx 0.3 and PP1 counter 2.
Cc1nnc(C)n1/N=C/c1ccc(O)cc1 was read as ZTA counter 9, PREPL inh -1, CTSL1 counter -1, TPT1 inhibitor -2, PP5 inh -0.1, HCV core dimer -4, EBNA-1 inh 4, Efflux pump mplx 0.0 and PP1 counter -4.
Cc1ccc(-c2csc(Nc3ccc(S(N)(=O)=O)cc3)n2)o1 was read as ZTA counter 18, PREPL inh 12, CTSL1 counter 0, TPT1 inhibitor 14, PP5 inh 1.5, HCV core dimer 4, EBNA-1 inh 1, Efflux pump mplx -0.2 and PP1 counter -2.
Screening Cc1cc(Cl)ccc1OCCCC(=O)NN returned ZTA counter -9, PREPL inh -54, CTSL1 counter 6, TPT1 inhibitor 0, PP5 inh -2.0, HCV core dimer -3, EBNA-1 inh -15, Efflux pump mplx 0.0 and PP1 counter -3.
`CCOC(=O)C1CCN(C(=O)c2ccccc2NC(=O)c2ccc(Cl)cc2)CC1` gave ZTA counter 0, PREPL inh -1, CTSL1 counter -1, TPT1 inhibitor 0, PP5 inh 2.5, HCV core dimer 7, EBNA-1 inh 12, Efflux pump mplx -0.5 and PP1 counter -2.
For COc1ccc(-c2nn3c(-c4ccccc4)nnc3s2)cc1OC the results were ZTA counter -18, PREPL inh -8, CTSL1 counter 4, TPT1 inhibitor 2, PP5 inh 2.3, HCV core dimer 6, EBNA-1 inh -1, Efflux pump mplx 0.1 and PP1 counter 2.
COc1ccc(-c2nc3cc(NC(=O)Cc4ccc(OC)c(OC)c4)ccc3o2)cc1 was read as ZTA counter 1, PREPL inh -8, CTSL1 counter 1, TPT1 inhibitor 0, PP5 inh 1.2, HCV core dimer -1, EBNA-1 inh 4, Efflux pump mplx -0.1 and PP1 counter 1.
For Cc1nc(N)nc(SCc2ccc([N+](=O)[O-])cc2)c1N the results were ZTA counter -2, PREPL inh 23, CTSL1 counter -2, TPT1 inhibitor -6, PP5 inh -0.4, HCV core dimer 0, EBNA-1 inh 6, Efflux pump mplx -0.2 and PP1 counter 0.
Screening CCN(CC)C(=O)CSc1nc(O)c(Cc2ccccc2)c(=O)n1-c1ccccc1C returned ZTA counter -10, PREPL inh 0, CTSL1 counter -2, TPT1 inhibitor -2, PP5 inh -1.9, HCV core dimer 1, EBNA-1 inh -12, Efflux pump mplx 0.0 and PP1 counter -2.
Screening COc1ccc(C)cc1NC(=O)CCNC(=O)c1ccco1 returned ZTA counter 9, PREPL inh 12, CTSL1 counter 1, TPT1 inhibitor 1, PP5 inh -3.6, HCV core dimer 0, EBNA-1 inh 2, Efflux pump mplx -0.3 and PP1 counter -2.
Screening CCn1c2c(c(C)cc1=O)C(=O)CC(C)(C)C2 returned ZTA counter -7, PREPL inh 4, CTSL1 counter 3, TPT1 inhibitor -2, PP5 inh 1.0, HCV core dimer -2, EBNA-1 inh -9, Efflux pump mplx 0.0 and PP1 counter -3.
For CCCCOc1ccc(C2(C)NC(=O)N(C)C2=O)cc1 (centres undefined) the results were ZTA counter -14, PREPL inh -1, CTSL1 counter 2, TPT1 inhibitor 1, PP5 inh 1.3, HCV core dimer -3, EBNA-1 inh -6, Efflux pump mplx 0.0 and PP1 counter -3.
For O=C(Nc1cccc(-n2cnnn2)c1)c1cccnc1 the results were ZTA counter 7, PREPL inh -4, CTSL1 counter -1, TPT1 inhibitor -3, PP5 inh -2.2, HCV core dimer 0, EBNA-1 inh 0, Efflux pump mplx 0.3 and PP1 counter -4.
Screening O=C(Nc1ccc2c(c1)OCCO2)c1ccccc1 returned ZTA counter -5, PREPL inh 21, CTSL1 counter -1, TPT1 inhibitor 0, PP5 inh 2.2, HCV core dimer -13, EBNA-1 inh -4, Efflux pump mplx -0.2 and PP1 counter 2.
`COC(=O)c1ccc(NC(=O)CNC(=O)C2CCCCC2)c(C)c1` gave ZTA counter -1, PREPL inh 1, CTSL1 counter 0, TPT1 inhibitor -4, PP5 inh -0.4, HCV core dimer -1, EBNA-1 inh 4, Efflux pump mplx -0.2 and PP1 counter -5.
`CCCn1c(=O)c(C(=O)NCc2ccccc2OC)c(O)c2ccccc21` gave ZTA counter -3, PREPL inh 0, CTSL1 counter -6, TPT1 inhibitor 1, PP5 inh 0.2, HCV core dimer 0, EBNA-1 inh -3, Efflux pump mplx 0.1 and PP1 counter 1.
Screening CN1CCN(c2ccccc2NC(=O)Cn2ncc3c([nH]c4ccccc43)c2=O)CC1 returned ZTA counter -1, PREPL inh 19, CTSL1 counter 1, TPT1 inhibitor -6, PP5 inh 0.4, HCV core dimer 0, EBNA-1 inh -4, Efflux pump mplx 0.0 and PP1 counter -1.
For O=C(CN(Cc1ccco1)C(=O)c1ccc(Cl)cc1)Nc1ccc(Cl)c(Cl)c1 the results were ZTA counter -4, PREPL inh 3, CTSL1 counter -1, TPT1 inhibitor 0, PP5 inh 0.4, HCV core dimer 1, EBNA-1 inh 2, Efflux pump mplx -0.1 and PP1 counter 6.
`COC(=O)c1sccc1NC(=O)CC1C(=O)NCCN1C(=O)c1ccc(N(C)C)cc1` (centres undefined) gave ZTA counter -3, PREPL inh 3, CTSL1 counter 3, TPT1 inhibitor -2, PP5 inh 0.6, HCV core dimer -1, EBNA-1 inh 5, Efflux pump mplx 0.1 and PP1 counter -3.
For CCS(=O)(=O)Nc1ccc2c(c1)N(C(C)=O)c1ccccc1CC2 the results were ZTA counter -2, PREPL inh 5, CTSL1 counter 0, TPT1 inhibitor -4, PP5 inh 1.8, HCV core dimer -4, EBNA-1 inh -3, Efflux pump mplx 0.0 and PP1 counter 0.
O=C(COc1cccc(Br)c1)NN=C1c2ccccc2-c2ccccc21 was read as ZTA counter -2, PREPL inh -13, CTSL1 counter 1, TPT1 inhibitor -2, PP5 inh 1.3, HCV core dimer 11, EBNA-1 inh 1, Efflux pump mplx -0.6 and PP1 counter 0.
Screening CC(C)Cn1c(N)c(C(=O)COC(=O)C2=COCCO2)c(=O)n(C)c1=O returned ZTA counter -4, PREPL inh 2, CTSL1 counter 0, TPT1 inhibitor 3, PP5 inh 0.9, HCV core dimer -5, EBNA-1 inh -3, Efflux pump mplx 0.0 and PP1 counter -1.
`COc1cc(C)ccc1OCc1cc(C(=O)N2CCCCCCC2)no1` gave ZTA counter -13, PREPL inh -1, CTSL1 counter -2, TPT1 inhibitor -1, PP5 inh 2.7, HCV core dimer 9, EBNA-1 inh 6, Efflux pump mplx 0.1 and PP1 counter -3.
O=C(c1ccccc1[N+](=O)[O-])n1cnc2ccccc21 was read as ZTA counter -19, PREPL inh -9, CTSL1 counter 1, TPT1 inhibitor -2, PP5 inh 1.7, HCV core dimer 2, EBNA-1 inh -6, Efflux pump mplx 0.0 and PP1 counter -5.
Screening CCOc1ccc(C(=O)Nc2ccc3c(c2)OCO3)cc1OCC returned ZTA counter -17, PREPL inh 10, CTSL1 counter -5, TPT1 inhibitor 0, PP5 inh 3.2, HCV core dimer -8, EBNA-1 inh 4, Efflux pump mplx 0.1 and PP1 counter -14.
Screening O=S(=O)(c1ccc(Cl)cc1)N(CCCN1CCOCC1)Cc1cccs1 returned ZTA counter -9, PREPL inh 4, CTSL1 counter 1, TPT1 inhibitor -2, PP5 inh -1.3, HCV core dimer -1, EBNA-1 inh -7, Efflux pump mplx -0.1 and PP1 counter -2.
`Cn1cc(Cl)c(/C(N)=N/OC(=O)c2ccccc2C(F)(F)F)n1` gave ZTA counter 5, PREPL inh -3, CTSL1 counter -4, TPT1 inhibitor -2, PP5 inh -0.6, HCV core dimer -2, EBNA-1 inh 13, Efflux pump mplx 0.0 and PP1 counter 0.

In the list so far, 5 have an aryl methoxy group:
For COc1ccc(-c2nn3c(-c4ccccc4)nnc3s2)cc1OC the results were ZTA counter -18, PREPL inh -8, CTSL1 counter 4, TPT1 inhibitor 2, PP5 inh 2.3, HCV core dimer 6, EBNA-1 inh -1, Efflux pump mplx 0.1 and PP1 counter 2.
COc1ccc(-c2nc3cc(NC(=O)Cc4ccc(OC)c(OC)c4)ccc3o2)cc1 was read as ZTA counter 1, PREPL inh -8, CTSL1 counter 1, TPT1 inhibitor 0, PP5 inh 1.2, HCV core dimer -1, EBNA-1 inh 4, Efflux pump mplx -0.1 and PP1 counter 1.
Screening COc1ccc(C)cc1NC(=O)CCNC(=O)c1ccco1 returned ZTA counter 9, PREPL inh 12, CTSL1 counter 1, TPT1 inhibitor 1, PP5 inh -3.6, HCV core dimer 0, EBNA-1 inh 2, Efflux pump mplx -0.3 and PP1 counter -2.
`CCCn1c(=O)c(C(=O)NCc2ccccc2OC)c(O)c2ccccc21` gave ZTA counter -3, PREPL inh 0, CTSL1 counter -6, TPT1 inhibitor 1, PP5 inh 0.2, HCV core dimer 0, EBNA-1 inh -3, Efflux pump mplx 0.1 and PP1 counter 1.
`COc1cc(C)ccc1OCc1cc(C(=O)N2CCCCCCC2)no1` gave ZTA counter -13, PREPL inh -1, CTSL1 counter -2, TPT1 inhibitor -1, PP5 inh 2.7, HCV core dimer 9, EBNA-1 inh 6, Efflux pump mplx 0.1 and PP1 counter -3.
